# L3MBTL1 inh = qHTS Assay for the Inhibitors of L3MBTL1; Lethal(3)malignant brain tumor-like protein 1 (Homo sapiens), Q9Y468; AlphaScreen L3MBTL1–H3K9me1 peptide binding; Potency, µM (doses to about 57.1 µM), without a hit: at the highest dose activity, negative = inhibition, actives largely listed as inhibitors; 230,000 tested, 0.66% active; active = well fitted inhibition curve with a large enough effect; inconclusive = small, poorly fitted or top-dose-only effect; inactive = no such curve, though single readings can be large or run the other way; note: nearly all actives have a fitted effect of over 60% in size
# Target sequence (Q9Y468 whole entry, looked up): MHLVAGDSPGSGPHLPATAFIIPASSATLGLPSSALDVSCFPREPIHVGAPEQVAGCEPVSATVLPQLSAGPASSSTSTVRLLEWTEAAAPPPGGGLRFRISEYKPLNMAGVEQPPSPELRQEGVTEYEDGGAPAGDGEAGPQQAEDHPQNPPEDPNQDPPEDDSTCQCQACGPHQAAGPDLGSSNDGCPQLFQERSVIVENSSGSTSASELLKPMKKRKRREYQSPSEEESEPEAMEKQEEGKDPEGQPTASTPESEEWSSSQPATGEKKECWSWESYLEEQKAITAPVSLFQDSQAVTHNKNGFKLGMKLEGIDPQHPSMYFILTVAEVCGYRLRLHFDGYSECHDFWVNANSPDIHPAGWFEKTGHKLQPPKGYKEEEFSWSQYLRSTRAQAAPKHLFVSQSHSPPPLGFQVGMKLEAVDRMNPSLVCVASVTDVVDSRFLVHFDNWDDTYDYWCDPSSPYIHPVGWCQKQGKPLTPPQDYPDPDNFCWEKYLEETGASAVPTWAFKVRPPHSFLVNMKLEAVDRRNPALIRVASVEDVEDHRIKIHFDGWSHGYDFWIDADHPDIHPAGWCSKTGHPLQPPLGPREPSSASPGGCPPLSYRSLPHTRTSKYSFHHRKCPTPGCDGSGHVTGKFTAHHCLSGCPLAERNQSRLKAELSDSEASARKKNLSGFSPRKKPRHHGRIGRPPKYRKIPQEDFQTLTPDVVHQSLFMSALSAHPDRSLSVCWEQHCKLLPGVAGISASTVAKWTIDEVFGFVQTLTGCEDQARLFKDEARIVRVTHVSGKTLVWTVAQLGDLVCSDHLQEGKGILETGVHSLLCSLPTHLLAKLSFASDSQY
#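 AlphaScreen assay: L3MBTL1 (50 nM final) was preincubated 30 min at room temperature with biotinylated H3(1-15)K9me1 peptide (75 nM final), then 30 min with library compounds; streptavidin donor and nickel chelate acceptor beads (10 ug/mL final) added, 30 min dark.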
# * hit, by the source's call; ? = inconclusive; [ ] = another dose, or the depositor's remark. % is set by controls: 0 for no effect and ±100 for the full control effect; potency is the fitted concentration of half-maximal effect. Only part of the results is shown. The share of hits here may be higher or lower than overall.
structure	L3MBTL1 inh
CN1/C(=C\C(=O)COC(=O)c2nccnc2N)C(C)(C)c2ccccc21	-2.6%
Cc1nnc2ccc(-c3ccc(NS(=O)(=O)c4ccc(F)cc4F)cc3)nn12	4.4%
Cc1cccc(C(=O)NCC(c2ccco2)N2CCc3ccccc32)c1 (configuration not stated)	-12.8%
O=C(OCC(=O)N1CCCC1=O)c1ccc(Cl)cc1[N+](=O)[O-]	0.4%
CCN(C[C@H]1N[C@@](C)(C(=O)OC)[C@H]2C(=O)N(Cc3ccccc3)C(=O)[C@@H]12)C(=O)Nc1ccc(C)cc1	9.3%
CN(c1ccccc1)S(=O)(=O)c1cccc(C(=O)Nc2cccc(C(=O)NC3CC3)c2)c1	-13.2%
O=C(Cc1csc(-c2ccccc2)n1)NCC(=O)Nc1ccc(F)c(F)c1F	4.6%
Cc1ccc(NS(=O)(=O)c2ccccc2F)cc1S(=O)(=O)N1CCCCC1	-2.0%
CC(C)(CNS(=O)(=O)c1ccc(Br)s1)N1CCOCC1	5.2%
Cc1cccc(C)c1NC(=O)CN(C)C(=O)C1CCCCC1	6.0%
COc1ccc(Cl)cc1NC(=O)c1cc(S(=O)(=O)N2CCCC2)cn1C	-1.3%
COc1ccc2nc(NC(=O)CSCc3c(C)noc3C)sc2c1	-0.9%
CC[C@]12c3[nH]c4cc(CCC(=O)N(C)C)ccc4c3CCN1C(=O)[C@@H](CC(=O)NCC13CC4CC(CC(C4)C1)C3)C[C@@H]2C(=O)N1CCN(C(=O)c2ccco2)CC1	5.7%
CC(C)(C)OC(=O)C[C@@H]1C/C=C\C[C@@H](CC(=O)N(CCO)Cc2ccccc2)C(=O)N2CCC[C@H]2COC1=O	0.2%
O=C(c1ccc(N2CCOCC2)c([N+](=O)[O-])c1)N1CCN(c2ccccc2F)CC1	-8.4%
COc1cccc(C2=CC(=O)C[C@H](c3ccc(OC)c(OC)c3)C2)c1	-12.4%
O=S(=O)(c1ccccc1)N1CCN(Cc2ccccc2)CC1	-0.5%
COc1ccc(-c2csc(NC(=O)[C@H](C)N3C(=O)C4CC=CCC4C3=O)n2)cc1OC (some centres not stated)	-8.5%
Cc1nc(NCCC(C)C)c2nnn(Cc3ccccc3)c2n1	2.4%
COC(=O)c1cc(S(=O)(=O)NCCc2ccccc2)c[nH]1	25.2%
Cc1c(Cl)cccc1NC(=S)NCc1ccc(F)cc1	-5.0%
O=C(Nc1ccc2c(c1)OCO2)C1CC(c2ccccc2O)=NO1 (configuration not stated)	-6.7%
CCCn1c(N)c(C(=O)CSc2nncs2)c(=O)[nH]c1=O	3.0%
O=C(Nc1ccc(SC(F)F)cc1)C1=CC=CN2CCS(=O)(=O)N=C12	-3.2%
C[C@H]1COC(=O)[C@@H](Cc2ccc(F)cc2)C/C=C\C[C@H](CC(=O)N(CCO)Cc2ccccc2)C(=O)N1	5.1%
CCOC(=O)c1ccccc1NC(=O)COC(=O)c1c(CC)noc1C	22.5%
COc1ccc(N2CCN(C(=O)CSc3nnnn3C3CC3)CC2)cc1	-0.4%
Cc1ccc2sc(N3CCN(CCNC(=O)c4ccco4)CC3)nc2c1C	-1.8%
CCCN=C1N(C)C[C@@H]2[C@@H]3C(=O)N(C)C(=O)[C@@H]3[C@](C)(C(=O)OC)N12	-4.9%
CCCCNc1c(-c2ccc(OC)c(SC3CCCCC3)c2)nc2ccc(C)cn12	-13.7%

# 5 compounds out of the list, arranged by count of non-hydrogen atoms, rising.
structure	L3MBTL1 inh
CC(C)(CNS(=O)(=O)c1ccc(Br)s1)N1CCOCC1	5.2%
COC(=O)c1cc(S(=O)(=O)NCCc2ccccc2)c[nH]1	25.2%
CCCN=C1N(C)C[C@@H]2[C@@H]3C(=O)N(C)C(=O)[C@@H]3[C@](C)(C(=O)OC)N12	-4.9%
Cc1ccc2sc(N3CCN(CCNC(=O)c4ccco4)CC3)nc2c1C	-1.8%
CN(c1ccccc1)S(=O)(=O)c1cccc(C(=O)Nc2cccc(C(=O)NC3CC3)c2)c1	-13.2%

# Further structures
structure	L3MBTL1 inh
CSCCC(NC(=O)c1ccccc1)C(=O)NCCCSc1ccccc1 (configuration not stated)	-4.7%
Cc1cc(O)cc2c1O[C@@](C)(CCC[C@@H](C)CCC[C@@H](C)CCCC(C)C)CC2	6.8%
CC(CC(=O)Nc1cc(S(=O)(=O)N2CCOCC2)ccc1OCC(F)(F)F)c1ccccc1 (configuration not stated)	8.5%
CN(C(=O)CSc1nnc(-c2cccs2)n1N)c1ccccc1	2.4%
COc1ccc(OC)c(C2=CC(=O)C[C@H](c3ccc4c(c3)OCO4)C2)c1	-11.3%
COc1ccccc1C1=CC(=O)C[C@H](c2ccc(Cl)cc2)C1	26.7%
CCN(CC(=O)Nc1ccc(NC(C)=O)cc1)C(=O)CSc1nnc(-c2ccco2)n1CC	-2.0%
CC(=O)c1ccc(S(=O)(=O)N2CCN(CC(=O)Nc3ccc(Cl)c([N+](=O)[O-])c3)CC2)cc1	-5.5%
Cc1cc(Cl)ccc1OCCCC(=O)N1CCN(S(=O)(=O)c2ccccc2)CC1	3.6%
CC1CCCCC12NC(=O)N(CC(=O)N1CCc3ccccc31)C2=O (configuration not stated)	-4.3%
CCc1nnc(NC(=O)CN2CCN(Cc3cccc(OC)c3)CC2)s1	2.1%
COc1cccc(CC(=O)NNC(=O)CN(C)S(=O)(=O)c2ccc(C)cc2)c1	2.9%
Oc1ccc(-c2csc(Nc3cccc4ccccc34)n2)cc1O	25.1µM*
COc1cccc2sc3ccc(NCc4ccc5c(c4)OCO5)cc3c(=O)c12	-2.9%
CCCCn1c(N)c(N(CCC(C)C)C(=O)C2=NN(c3cc(C)ccc3C)C(=O)CC2)c(=O)[nH]c1=O	1.6%
C=CCN(c1ccccc1OC)S(=O)(=O)c1cccc(C(=O)NCc2ccco2)c1	-5.8%
COc1ccc(S(=O)(=O)N2CCN(CC(=O)Nc3c(C)n[nH]c3C)CC2)cc1OC	-0.4%
CC(=O)Nc1ccc(C(=O)OCC(=O)NCc2cccs2)cc1	-2.4%
Cc1ccc(O)c(C(=O)c2cnn(C(=O)c3cccc(S(=O)(=O)N(C)C)c3)c2)c1	5.9%
Cc1ccc(Cl)c(OCC(=O)Nc2ccc(S(=O)(=O)NC3=NCCCCC3)cc2)c1	-11.9%
CCc1nnc(NS(=O)(=O)c2ccc(NC(=O)c3ccc(C#N)cc3)cc2)s1	-7.2%
COc1ccc(CN2CCCCCC2)cc1Br	1.4%
CCOC(=O)[C@H]1[C@H]2COc3cc(OC)ccc3[C@@H]2N2C(=O)c3ccc(F)cc3NC(=O)[C@@]12C	-8.5%
O=C(Cn1c(=O)oc2cc(S(=O)(=O)N3CCCC3)ccc21)N1CCN(c2ccccc2F)CC1	-2.2%
O=C(COC(=O)c1cccc(Cl)c1Cl)NCc1cccs1	15.1%
Cc1cc(C(=O)COc2ccc(C#N)cc2)c(C)n1C1CC1	-5.2%
COc1ccc(C(CNC(=O)c2cccn2C)N2CCOCC2)cc1 (configuration not stated)	-4.0%
COc1ccc2c(c1)[C@H]1[C@H](CO2)[C@H](c2ccccc2)[C@]2(C)C(=O)Nc3cc(F)c(F)cc3C(=O)N12	-12.2%
Cn1cc(S(=O)(=O)Nc2ccc(Cl)cc2Cl)c(=O)n(C)c1=O	46.1%[activator]
C=CCn1c(SCC(=O)c2ccc(O)c(O)c2)nnc1-c1ccc(C)cc1	-12.3%
COc1ccc(CC(=O)N2CCN(c3ccccc3OC)CC2)cc1OC	-3.1%
COc1ccc(C2=NOC(Cn3nc(C(=O)NCC4CC4)cc3-c3ccccc3)C2)cc1 (configuration not stated)	-6.9%
CC[C@@]12C(=O)N(c3cccc(F)c3)C(=O)N1[C@H](c1ccc(OC)cc1)[C@@H]1C(=O)N(C(C)(C)C)C(=O)[C@@H]12	1.7%
Cc1ccccc1OCC(=O)NCC(c1cccs1)N1CCOCC1 (configuration not stated)	-2.2%
COC(=O)c1cc(S(=O)(=O)NCCc2ccc(Cl)cc2)c[nH]1	3.2%
CC(OC(=O)/C(C#N)=C/c1ccc(N(C)C)cc1)C(=O)NCc1ccco1 (configuration not stated)	-1.6%
CCOC(=O)C1=C(COC(=O)CSc2ccc(C)cc2C)NC(=O)NC1C (configuration not stated)	0.9%
CCN(CC(=O)Nc1c(F)cccc1F)C(=O)C1CCN(S(=O)(=O)c2ccc(C)cc2C)CC1	-1.7%
CCOC(=O)N1CCN(C(=O)c2cc3ccccc3o2)CC1	1.7%
Cc1ccsc1C(=O)N(C)C1CCS(=O)(=O)C1 (configuration not stated)	-2.6%
Cc1ccc(C)c(S(=O)(=O)Nc2cc3c4c(c2)CCN4C(=O)CC3)c1	1.9%
C=CC[C@@H](CC(=O)N[C@H](CO)Cc1ccccc1)C(=O)N[C@@H](COC(=O)[C@@H](CC=C)Cc1ccc(F)cc1)Cc1c[nH]c2ccccc12	1.0%
O=C(OCc1nc(-c2ccccc2Cl)no1)c1ccco1	18.7%
CCOC(=O)C1(CCOC)CCN(CC(C)Cc2ccc3c(c2)OCO3)CC1 (configuration not stated)	-3.2%
COCCn1cnnc1SCC(=O)Nc1cc(C)on1	3.4%
CCN(CC)S(=O)(=O)c1cccc(NC(=O)CNc2cccc(S(=O)(=O)N3CCOCC3)c2)c1	7.6%
COCCN(CC(=O)Nc1cccc(C)c1C)C(=O)c1cc(-c2ccncc2)nc2ccccc12	-3.5%
COc1ccc(-c2cc(C(=O)N(C)CC(=O)Nc3ccccc3Cl)c3ccccc3n2)cc1OC	7.8%
COc1ccc(CCNC(=O)C2CCCN(S(C)(=O)=O)C2)cc1 (configuration not stated)	-4.3%
COc1cc2c(cc1OC)C(c1ccc(SC)cc1)CC(=O)N2 (configuration not stated)	-14.7%
COc1ccc(NC(=O)CSCC(=O)N2CCCc3ccccc32)cc1	-9.2%
CCCNC(=O)CSc1ccc(S(=O)(=O)N2CCCCC2)cn1	4.2%
COCCN(C(=O)CC1OC(=O)c2ccccc21)c1c(N)n(Cc2ccccc2)c(=O)[nH]c1=O (configuration not stated)	-0.1%
CCOc1ccc(NC(=O)CCC(=O)NNC(=O)c2cccc([N+](=O)[O-])c2)cc1	6.3%
CN(c1cccc(NC(=O)c2ccccc2N(Cc2ccccc2)S(C)(=O)=O)c1)S(C)(=O)=O	-3.9%[2.29 µM]
CC1CCCCN1CC(O)COc1ccc(OCC(O)CN2CCCCC2C)cc1 (configuration not stated)	-5.3%
Cc1onc(-c2ccccc2)c1C(=O)Nc1ccc(C(=O)N2CCCCC2)cc1	-1.3%
CC[C@]12c3[nH]c4cc(CCC(=O)N(C)C)ccc4c3CCN1C(=O)[C@@H](CC(=O)NC/C=C(\C)CCC=C(C)C)C[C@@H]2C(=O)N1CCN(C(=O)c2ccco2)CC1	2.6%
COc1ccc(C(CNC(=O)C(=O)Nc2ccc3c(c2)OCCO3)N2CCN(C)CC2)cc1 (configuration not stated)	-1.3%
COc1cc(C(=O)NCC2(c3ccccc3)CCCC2)cc(OC)c1OC	?

# Look-ups from the list.
# For L3MBTL1 inh, `C=CC[C@@H](CC(=O)N[C@H](CO)Cc1ccccc1)C(=O)N[C@@H](COC(=O)[C@@H](CC=C)Cc1ccc(F)cc1)Cc1c[nH]c2ccccc12` shows 1.0%
# For L3MBTL1 inh, `Cc1onc(-c2ccccc2)c1C(=O)Nc1ccc(C(=O)N2CCCCC2)cc1` shows -1.3%

# New compounds follow.
structure	L3MBTL1 inh
Fc1ccc(/C=N/Nc2nccnc2Cl)cc1	21.4%
C=C1C(O)[C@@H]2O[C@]3(CC[C@H](/C=C/C(C)[C@@H]4CC(C)=CC5(O[C@H](C[C@@](C)(O)CO)CCC5O)O4)O3)CC[C@H]2O[C@@H]1C(O)CC(C)[C@H]1OC2(CCCCO2)CCC1C (some centres not stated)	8.6%
CCOc1ccc(NC(=O)CN(C)C(=O)c2ccc(N3CCCC3)c([N+](=O)[O-])c2)cc1OCC	-3.3%
COc1ccc2c(-c3ccc(OCCN4CCOCC4)cc3)c(-c3ccccc3OC)sc2c1	-23.2%
CSc1ccc(CCNC(=O)CCc2nnc3ccc(N4CCCCC4)nn23)cc1	7.4%
O=S(=O)(NC1=NCCCCC1)c1ccc(F)cc1F	-7.7%
Cc1cc(C)n2nc(-c3ccc(Br)cc3)cc2n1	2.3%[2.29 µM]
CCOc1cc(C(=O)Nc2cc(C(=O)OC)ccc2C)ccc1OCC(=O)N1CCOCC1	11.0%
Cc1ccc(Cl)cc1NC(=O)CCC(=O)NCc1ccco1	6.3%
O=C(COc1ccc(F)cc1)NCCN1CCCC1	0.6%
COc1ccc(CN(C)C2CCN(C)CC2)cc1OC	-15.5%
Cc1sc2ncnc(N3CCC(C(=O)Nc4ccc(OC(F)F)c(Cl)c4)CC3)c2c1C	?
O=C(NCC1CCCN1S(=O)(=O)c1cccs1)C(=O)Nc1ccccc1 (configuration not stated)	3.7%
COc1ccc(CN2CCN(C(=O)c3ccc(S(=O)(=O)N4CCCCCC4)cc3)CC2)cc1	-6.9%
CCCCN(C(=O)CC1OC(=O)c2ccccc21)c1c(N)n(CCCC)c(=O)[nH]c1=O (configuration not stated)	8.6%
COc1ccc(NC(=O)c2ccc3c(c2)C(=O)N(Cc2ccncc2)C3=O)cc1S(N)(=O)=O	2.3%
COc1cc(Br)c(-c2sc(Nc3ccccc3)n[n+]2-c2ccc(F)cc2)cc1OC	-8.2%
O=C(CCc1nc2ccccc2c(=O)[nH]1)NCCN1C(=O)S/C(=C\c2ccccc2Cl)C1=O	6.8%
